Screening results from PubChem.
Efflux pump mplx: antifungal efflux pump inhibition, Nile Red retention; 0.44% of 330,000 active; S. cerevisiae Candida pump triplex; inhibition, % at 10 µM;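 active = plate passing quality check with inhibition over a set limit, or well fluorescence over plate mean plus 4 SD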;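 also: Nile Red retained in pooled yeast measured as flow cytometry median fluorescence; 0% = buffer negative control and 100% = Enniatin B positive control; higher means more Nile Red kept so more efflux inhibition; some compounds called inactive have numbers as strong as hits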
GLD-1 TGE inh: GLD-1-TGE RNA interaction inhibition (C. elegans); purified GLD-1 + fluorescein TGE RNA, fluorescence polarization; inhibition, % at 5.96 µM; 0.44% of 320,000 active;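 active = percent inhibition above a per-plate cutoff, the plate mean of test compounds plus 3 SD, cut at about 30% in these data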;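 also: 0% = DMSO wells with GLD-1 and probe and 100% = wells lacking GLD-1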
Target sequence (Q17339 whole entry, looked up): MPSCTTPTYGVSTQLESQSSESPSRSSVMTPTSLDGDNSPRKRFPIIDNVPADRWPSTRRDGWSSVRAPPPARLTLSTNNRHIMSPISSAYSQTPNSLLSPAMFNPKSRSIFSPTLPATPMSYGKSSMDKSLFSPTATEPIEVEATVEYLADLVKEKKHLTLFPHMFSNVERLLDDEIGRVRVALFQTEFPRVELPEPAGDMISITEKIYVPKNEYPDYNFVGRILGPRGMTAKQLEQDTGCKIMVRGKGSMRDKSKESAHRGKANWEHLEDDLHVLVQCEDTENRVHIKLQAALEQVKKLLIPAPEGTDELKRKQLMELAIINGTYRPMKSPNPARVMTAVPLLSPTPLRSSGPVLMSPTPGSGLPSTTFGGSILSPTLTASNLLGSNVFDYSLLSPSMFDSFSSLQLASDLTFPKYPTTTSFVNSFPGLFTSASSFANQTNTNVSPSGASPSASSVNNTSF
GRK2 aptamer HTS: human GRK2 inhibition via aptamer displacement; bead flow cytometry, FAM-aptamer displacement from GRK2; P25098; 0.59% of 330,000 active; inhibition of aptamer binding, % at 10 µM;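 active = inhibition of aptamer binding above 40%, roughly 3 SD of noise, on plates passing a quality check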;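 also: median bead fluorescence of bound FAM aptamer so fluorescent compounds give negative values; no value below 0 was filed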
VLA-4 inh: inhibition in a human VLA-4 binding assay; VLA-4 expressing cells, ligand binding flow cytometry; inhibition, % (about 7 µM as worked out from the volumes in the protocol); 0.2% of 330,000 active; AID 2557; in the data active = inhibition above about 50%
Fam108B counter: blocks mouse Fam108B hydrolase in RBBP9 counter-screen | AID 1947 | recombinant Fam108B, FP-Rh probe fluorescence polarization | 0.33% of 300,000 active | inhibition, % at 9.51 µM;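 active = inhibition above the screen mean inhibition plus 3 SD, computed separately per campaign, cut at about 18% in these data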;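 also: inhibitors lower polarization as less probe binds the enzyme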
Bcl-xL primary: inhibitors of human Bcl-xL | Q07817 | GST-Bcl-xL / FITC-Bim BH3 peptide fluorescence polarization | inhibition, % at 10.9 µM | 0.7% of 320,000 active;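 active = inhibition above the mean of all tested compounds plus 3 SD, cutoff set per campaign, cut at about 30% in these data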;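 also: 0% = DMSO wells and 100% = unlabeled Bim-BH3 peptide competitor; inhibitors lower millipolarization by displacing the labeled peptide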
MEX-5 binding: C. elegans MEX-5 TCR-2 RNA binding activity; Q9XUB2; MEX-5/FITC-TCR2 RNA binding, fluorescence polarization; stronger effect = lower value; activity score (negative = inhibition of binding), % at 10 µM; 0.38% of 300,000 active; AID 1832;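 active = inhibition past about -25% in most replicates, and total fluorescence under double the plate's negative control median, limit read from the data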;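 also: 0% = DMSO and -100% = 5 µM competing unlabeled TCR2 RNA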
Target sequence (Q9XUB2 whole entry, looked up): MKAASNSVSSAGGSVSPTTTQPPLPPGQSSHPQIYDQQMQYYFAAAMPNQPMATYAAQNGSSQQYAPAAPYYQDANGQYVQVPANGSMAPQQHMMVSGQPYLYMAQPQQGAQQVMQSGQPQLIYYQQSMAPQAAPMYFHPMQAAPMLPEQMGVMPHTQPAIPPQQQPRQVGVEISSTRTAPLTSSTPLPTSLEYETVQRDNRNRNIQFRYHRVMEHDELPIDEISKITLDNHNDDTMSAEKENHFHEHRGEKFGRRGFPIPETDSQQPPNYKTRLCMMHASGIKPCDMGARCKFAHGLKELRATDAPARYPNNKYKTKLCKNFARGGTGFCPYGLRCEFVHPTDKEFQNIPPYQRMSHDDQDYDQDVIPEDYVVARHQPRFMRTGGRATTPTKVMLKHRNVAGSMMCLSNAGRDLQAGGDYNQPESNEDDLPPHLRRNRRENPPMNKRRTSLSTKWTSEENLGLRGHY
PME-1 primary: blocks human protein phosphatase methylesterase 1; Q9Y570; recombinant PME-1, FP-Rh probe fluorescence polarization; inhibition, % at 5.9 µM; 0.53% of 320,000 active; AID 2130;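 active = inhibition above the campaign mean of all compounds plus 3 SD, cut at about 26% in these data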;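 also: competitive labeling of PME-1 active site by serine hydrolase directed probe; 0% = PME-1 with DMSO and 100% = wells lacking PME-1 enzyme; inhibitors block probe labeling so polarization falls and inhibition rises; many of its hits are not listed in these tables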
MCL1 BIM primary: MCL1-BIM-BH3 interaction inhibition (human); 0.68% of 320,000 active; inhibition, % at 10.9 µM; Q07820; GST-MCL1 / FITC-Bim-BH3 fluorescence polarization;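 active = inhibition above the mean inhibition of all tested compounds plus 3 SD, set per campaign, cut at about 40% in these data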;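 also: 0% = DMSO wells and 100% = unlabeled Bim-BH3 peptide control; higher means more loss of mP so more displacement of Bim peptide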
Starred values were filed as active, the others as inactive; nt = no result given. A portion of the library; count on the stated rates, not on these rows.

SMILES	Efflux pump mplx	GLD-1 TGE inh	GRK2 aptamer HTS	VLA-4 inh	Fam108B counter	Bcl-xL primary	MEX-5 binding	PME-1 primary	MCL1 BIM primary
CCOC(=O)c1cc(-c2ccccc2C)n(Cc2cc(C)no2)n1	0.1	-7	5	28	nt	2	nt	7	0
O=C(N/N=C/c1ccc(COc2ccc(Br)cc2)o1)c1ccco1	-7.3	-2	2	-14	-1	2	1.7	5	-2
CC(C)c1ccc(NC(=O)CCNS(=O)(=O)c2cc(Br)cnc2N)cc1	-0.1	5	1	29	-2	3	0.7	-2	6
C#CCOCCOCCOCCNc1nc(N2CCN(C(=O)CCCCCCCCCCNC(=O)[C@H](CCCCN)n3cc(CCO)nn3)CC2)nc(N2CCN(C(=O)CCCCCCCCCCNC(=O)[C@H](CCCCN)n3cc(C[C@@H](C)CC)nn3)CC2)n1	0.3	-4	0	33	-5	-4	nt	-6	-11
Cc1c(C)c(C)c(S(=O)(=O)N2CCSCC2)c(C)c1C	-0.1	4	0	-3	-2	3	-1.1	5	-3
CCCCc1ccc(-c2nc(NC(=O)C3C4CCC(O4)C3C(=O)O)sc2C)cc1 (stereo not drawn)	0.0	4	0	15	0	4	-0.6	0	0
CCCCCOC(=O)Cc1c(O)c2ccccc2n(C)c1=O	-0.1	4	0	-5	3	5	1.2	5	10
O=C1[C@H](CC[C@H](O)c2ccc(F)cc2)[C@@H](c2ccc(O)cc2)N1c1ccc(F)cc1	0.1	2	1	-4	-1	0	3.1	-12	4
CCN(/N=C/C=C/c1ccccc1)c1cc(=O)n(C)c(=O)[nH]1	0.0	7	0	-4	2	4	0.8	5	-3
Cc1ccc(C(=O)Nc2ccc3c(c2)C(=O)N(CC2CCCO2)C3=O)cc1 (stereo not drawn)	0.1	5	1	10	1	2	0.0	-9	5
COc1ccc(Cl)cc1NC(=O)COc1cccc(-n2cnnn2)c1	-0.2	0	2	2	1	1	0.3	-1	-1
COc1ccc([N+](=O)[O-])c(OC)c1C(=O)NC(=O)Nc1c(C)cccc1C	0.5	-1	2	4	-2	5	-2.8	1	7
COCCNC(=O)CSc1nc2ccccc2c(=O)n1-c1cccc(OC)c1	-0.2	-4	0	0	9	6	1.4	-1	2
CC(NC(=O)c1ccccc1)c1ccc(F)cc1 (stereo not drawn)	-0.3	1	2	9	-3	1	-1.1	-7	6
CN(C)CCCn1c2c(c(SCC(=O)Nc3ccc4c(c3)OCCO4)nc1=O)CCC2	0.0	-7	0	-4	-1	-1	3.4	2	1
CCn1c(=O)c2ccccc2n(CC(=O)N2CCCc3ccccc32)c1=O	0.1	-2	1	6	1	2	nt	-2	-2
NC(=O)c1ncc(C(F)(F)F)cc1Oc1ccc(F)cc1	-0.1	-3	0	11	-3	5	nt	-5	-3
COc1ccccc1NC(=O)Cc1csc(NC(=S)Nc2ccccc2)n1	0.2	9	58*	3	-2	6	0.8	2	14
Cc1ccc(-c2nn(-c3cc(Cl)ccc3[N+](=O)[O-])c(=O)c3ccccc23)cc1C	0.2	-2	0	-2	1	2	-0.9	-11	7
Nc1c(S(=O)(=O)c2ccccc2)c2nc3ccccc3nc2n1C1CC1	-0.1	-5	0	8	-1	6	-2.2	0	6
COc1cc(Cl)c(C)cc1NC(=O)CSc1nnc(-c2ccco2)n1CC(C)C	-0.2	4	5	21	1	3	4.0	1	0
CC(=O)N/C(=C\c1ccccc1)C(=O)OCC(=O)c1ccc(F)cc1	0.0	3	0	1	3	4	-0.5	-1	-2
O=C(/C=C1\NC2(CCCC2)Cc2ccccc21)N1CCOCC1	0.3	-2	1	10	13	6	0.2	-2	6
Cc1ccc(Sc2ncccc2C(=O)N(C)Cc2cccs2)c(C)c1	-0.1	7	3	4	1	6	2.7	-1	3
CCOc1ccc(/C=C/C(=O)c2ccccc2)cc1	0.1	5	2	-12	-7	1	-7.6	-11	1
O=C(COc1cccc2cccnc12)Nc1ccccc1	0.1	-4	1	5	-9	0	-1.1	-6	-1
Cc1ccc(-c2nnc(SCC(=O)OC(C)C)n2N)cc1	0.2	-3	0	26	-4	-8	1.6	5	-3
O=C(COc1ccccc1)NNC(=O)COc1ccc([N+](=O)[O-])cc1	0.0	-2	3	2	-5	7	-1.2	1	6
CN(Cc1ccccc1)CC1CCCN(CCc2ccccc2F)C1 (stereo not drawn)	-0.1	4	0	4	-2	0	0.0	-4	-6
CCN(c1cccc(C)c1)S(=O)(=O)c1cccc2nsnc12	0.0	-7	3	-5	2	6	-2.1	-2	11
CN(C1=C(NC(=O)c2ccc(Cl)cc2)C(=O)c2ccccc2C1=O)c1ccccc1	-5.0	-5	0	9	8	1	2.4	5	5
Cc1ccc(S(=O)(=O)NCCC(=O)Nc2ccc(Cl)c(Cl)c2)cc1	-0.2	4	8	17	-5	3	-1.6	2	4
COc1ccc(-c2cc3c(=O)n(CC(=O)NCc4ccc(Cl)cc4)ncn3n2)cc1	0.3	-1	0	8	0	3	1.2	-4	2
Cc1ccc(C(=O)N2CCC(C(=O)NC3CCCCCC3)CC2)cc1	0.1	0	1	-3	1	3	0.3	0	4
O=C(CNC(=O)C1CCCCC1)Nc1cc(Cl)ccc1Cl	0.0	6	4	0	-1	-1	-0.9	-9	6
O=c1nc(Nc2ccccc2)sc2ccc([N+](=O)[O-])cc12	-0.3	3	0	-7	1	5	-1.6	0	5
O=C(COC(=O)c1ccc2c(c1)S(=O)(=O)N=C1CCCCCN12)NCc1cccs1	-0.2	3	5	-3	4	-4	0.9	2	-6
Cc1csc(CNc2ncnc3ccc(-c4ccc5c(c4)OCO5)cc23)c1	-0.2	4	0	-1	nt	nt	nt	nt	nt
Cc1ccccc1Nc1nc(N)nc(CN2CCN(Cc3ccc4c(c3)OCO4)CC2)n1	-0.2	-10	1	3	-2	11	-1.5	-1	6
CCCCCCc1ccc(N2C[C@H](CCCCC)[C@@H](CC(=O)NCc3ccccc3)C2=O)cc1	0.2	4	3	23	-5	0	2.5	2	1
Cc1ccc2c(Cl)c(C(=O)NCC(c3ccco3)N3CCCC3)sc2c1 (stereo not drawn)	0.0	3	1	-1	-2	4	nt	-1	-3
C[C@H](OC(=O)n1ccnc1)[C@@H]1O[C@@]2(C)CCC[C@@H]1O2	-0.2	4	0	-1	nt	4	nt	4	-3
CCCOc1ccc(-c2nnn(CC(=O)N3CCC(C)CC3)n2)cc1	0.0	2	2	-6	-2	1	3.2	5	9
CCOC(=O)c1c(-c2ccco2)csc1NC(=O)CSc1nnc(N)s1	-0.1	0	2	9	0	4	-3.8	-5	9
CC(=O)c1ccc(N2CCN(C(=O)Cn3cnc(S(=O)(=O)N4CCCCC4)c3)CC2)cc1	-0.1	-1	2	-7	-3	1	1.2	-3	6

Laid out differently: results already given.
Results follow in this order: Efflux pump mplx | GLD-1 TGE inh | GRK2 aptamer HTS | VLA-4 inh | Fam108B counter | Bcl-xL primary | MEX-5 binding | PME-1 primary | MCL1 BIM primary
- O=c1nc(Nc2ccccc2)sc2ccc([N+](=O)[O-])cc12
→ -0.3 | 3 | 0 | -7 | 1 | 5 | -1.6 | 0 | 5
- O=C(COC(=O)c1ccc2c(c1)S(=O)(=O)N=C1CCCCCN12)NCc1cccs1
→ -0.2 | 3 | 5 | -3 | 4 | -4 | 0.9 | 2 | -6
- Cc1csc(CNc2ncnc3ccc(-c4ccc5c(c4)OCO5)cc23)c1
→ -0.2 | 4 | 0 | -1 | nt | nt | nt | nt | nt
- Cc1ccccc1Nc1nc(N)nc(CN2CCN(Cc3ccc4c(c3)OCO4)CC2)n1
→ -0.2 | -10 | 1 | 3 | -2 | 11 | -1.5 | -1 | 6
- CCCCCCc1ccc(N2C[C@H](CCCCC)[C@@H](CC(=O)NCc3ccccc3)C2=O)cc1
→ 0.2 | 4 | 3 | 23 | -5 | 0 | 2.5 | 2 | 1
- Cc1ccc2c(Cl)c(C(=O)NCC(c3ccco3)N3CCCC3)sc2c1 (stereo not drawn)
→ 0.0 | 3 | 1 | -1 | -2 | 4 | nt | -1 | -3
- C[C@H](OC(=O)n1ccnc1)[C@@H]1O[C@@]2(C)CCC[C@@H]1O2
→ -0.2 | 4 | 0 | -1 | nt | 4 | nt | 4 | -3

2 entries from above, with two lines to a compound:
Below each SMILES – Efflux pump mplx	GLD-1 TGE inh	GRK2 aptamer HTS	VLA-4 inh	Fam108B counter	Bcl-xL primary	MEX-5 binding	PME-1 primary	MCL1 BIM primary
O=c1nc(Nc2ccccc2)sc2ccc([N+](=O)[O-])cc12
 : -0.3	3	0	-7	1	5	-1.6	0	5
O=C(COC(=O)c1ccc2c(c1)S(=O)(=O)N=C1CCCCCN12)NCc1cccs1
 : -0.2	3	5	-3	4	-4	0.9	2	-6

The list continues.
SMILES	Efflux pump mplx	GLD-1 TGE inh	GRK2 aptamer HTS	VLA-4 inh	Fam108B counter	Bcl-xL primary	MEX-5 binding	PME-1 primary	MCL1 BIM primary
O=C(CNCc1cccs1)Nc1cc(S(=O)(=O)N2CCCC2)ccc1Cl	0.1	2	1	0	-1	-2	-0.9	22	-2
COc1ccc(NC(=O)CCN2CCCC(C)C2)cc1 (stereo not drawn)	0.0	5	0	-4	3	1	-0.2	0	5
O=C(O)c1cccc(S(=O)(=O)Nc2cccc3ccccc23)c1	-0.1	5	0	9	3	3	-2.0	0	1
CCC(C)NC(=O)CNC(=S)N(CCCN1CCOCC1)Cc1cccs1 (stereo not drawn)	-0.3	1	0	-2	3	6	-0.9	0	6
COc1cc(OC)cc(-c2c(-c3ccc(F)cc3)c3cc(-c4cccc5[nH]ccc45)ccc3n2C)c1	0.2	-4	0	21	nt	-5	nt	-8	-3
CCn1ncc(/C=C/C(=O)NCc2cnn(C)c2C)c1C	-0.3	2	2	13	-2	6	-1.4	2	7
COc1cccc(C2C(C(C)=O)=C(O)C(=O)N2CCc2c[nH]c3ccccc23)c1 (stereo not drawn)	0.0	0	0	-2	-3	6	0.4	-1	-1
CNC(=O)c1ccc(OC2CSC2)cc1	0.0	-5	0	12	1	5	2.7	2	-4
CC(C)[C@H](NS(=O)(=O)c1ccccc1)C(=O)OCC(=O)NC(=O)c1cccn1C	0.4	-2	2	-5	3	5	1.1	7	5
COc1ccc2[nH]cc(C(=O)CN3CCCC(C)C3)c2c1 (stereo not drawn)	0.1	-2	0	-2	3	3	3.6	0	-10
CCOc1ccc(CN2CCN(Cc3cc4ccccc4o3)CC2CCO)cc1 (stereo not drawn)	0.3	0	0	-5	-2	0	-3.9	-4	-7
CC(=O)Nc1sc(C)c(C)c1C(=O)OCC(=O)N(CC(C)C)c1c(N)n(Cc2ccccc2)c(=O)[nH]c1=O	0.1	-2	0	-1	1	-3	1.8	0	-6
O=C(Nc1c(-c2ccccc2)nc2ccccn12)c1ccccc1	0.0	2	4	1	-5	1	0.7	-2	2
Cn1cccc1C(=O)NC(=O)COC(=O)C12CC3CC(CC(O)(C3)C1)C2	0.0	-3	1	15	0	1	-1.4	-2	-10
O=C(CC(=O)c1ccccc1)Nc1ccccc1	0.0	3	1	9	1	6	1.3	-5	10
O=C(NC(=S)NCc1ccccc1)c1cccnc1	0.3	2	0	9	-4	10	2.7	0	2
CC(=O)NCCC(=O)Nc1sc2c(c1-c1nc3ccccc3[nH]1)CCCC2	-0.1	3	0	13	1	6	-2.0	4	-4
Cc1coc2cc3oc(=O)ccc3cc12	0.0	-3	3	7	2	4	2.0	0	5
